Screening data from PubChem BioAssay.
SUMO1 PPI mod – SUMO1-SIM interaction modulation | P63165 | SUMO1 binding to a labelled peptide, TR-FRET, 1 h | inhibition, % at 20 µM | actives 0.33% (n = 360,000) | AID 602429; in the data active = inhibition above about 37%
Target sequence (P63165 whole entry, looked up): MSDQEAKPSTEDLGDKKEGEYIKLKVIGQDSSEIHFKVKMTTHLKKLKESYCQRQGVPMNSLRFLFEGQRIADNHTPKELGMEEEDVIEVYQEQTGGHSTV
CendR NRP1 mod – NRP-1/CendR interaction modulation | O14786 | actives 0.85% (n = 360,000) | FAM-RPARPAR peptide binding to NRP-1, fluorescence polarization | inhibition, % at 25 µM;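 active = inhibition or corrected inhibition above about 18%, plus a signal ratio from 0.5 to 1.5, limit read from the data, passing the limit was not always enough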; note: strong numbers were not always called active
Tb MetRS inh – blocks T. brucei methionyl-tRNA synthetase activity; purified T. brucei MetRS, ATP depletion, Kinase-Glo luminescence; inhibition, % at 11.9 µM; actives 0.4% (n = 360,000); AID 624268;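 active = inhibition above a per-plate cutoff of the control wells' mean inhibition plus 3 SD, cut at about 5.5% in these data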;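 note: 0% = DMSO wells median and 100% = median of wells with control inhibitor compound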
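Measured by: Kinase-Glo luciferase luminescence reporting remaining unconsumed ATP. Material: purified T. brucei MetRS enzyme. Doses: 11.9 µM compound single dose, 0.9% DMSO. Medium: HEPES buffer containing pyrophosphatase, BSA, spermine, DTT. Times: 15 min preincubation, 2 h reaction, all 25 °C. Reagent: methionine, ATP and bulk E. coli tRNA.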
MsrA act – activators of bovine methionine sulfoxide reductase A; activation, % at 10.6 µM; purified bovine MsrA, absorbance read-out; actives 0.3% (n = 360,000); in the data active = activation above about 7.5%;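 note: 0% = vehicle and 100% = reference activator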
MsrA inhibitor – inhibitors of bovine MsrA | purified bovine MsrA, absorbance read-out | inhibition, % at 15.5 µM | actives 0.75% (n = 360,000) | AID 651718; in the data active = inhibition above about 4.5%;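 note: 0% = vehicle wells with enzyme and 100% = reference inhibitor wells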
STEP block – inhibitors of human striatal-enriched phosphatase STEP; actives 0.25% (n = 360,000); inhibition, % at 20 µM; P54829; recombinant STEP, OMFP fluorogenic substrate, fluorescence;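 active = inhibition at 20 µM, scaled per plate between control wells, above about 37%, limit read from the data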;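 note: 0% = DMSO with enzyme and substrate and 100% = substrate only without enzyme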
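medium = Bis-Tris buffer pH 6.0, 2.5 mM DTT, 0.005% Tween 20 | test system = STEP (striatal-enriched tyrosine phosphatase) enzyme, cell-free | measure = normalized % inhibition | compound dosing = 20 µM, 1% DMSO | also added = 25 µM OMFP | schedule = reaction 20 min, ambient temperature | measured by = fluorescence read at 480 nm ex / 540 nm em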
Scp1 inh – inhibitors of human Scp-1 phosphatase; Q9GZU7; Recombinant Scp1, phosphopeptide, malachite green phosphate absorbance; inhibition, % at 20 µM; actives 0.88% (n = 340,000);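 active = inhibition above about 50% at 20 µM, limit read from the data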;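 note: plate controls were DMSO wells with enzyme for no effect and wells lacking enzyme for full effect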
Target sequence (Q9GZU7 76-261 limits assumed): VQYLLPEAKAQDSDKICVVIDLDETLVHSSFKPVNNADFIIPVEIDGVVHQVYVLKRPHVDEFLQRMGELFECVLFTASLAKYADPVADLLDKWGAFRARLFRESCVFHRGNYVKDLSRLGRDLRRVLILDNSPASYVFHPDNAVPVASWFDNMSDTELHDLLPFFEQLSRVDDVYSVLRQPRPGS
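Assay system: SCP-1 catalytic fragment, aa 76-261 | Buffer or medium: Tris acetate buffer pH 5.5 with MgCl2 and Tween-20 | Compound: One concentration, 20 µM, with 1.0% DMSO | Also added: Phospho 17-mer peptide substrate | Signal: Absorbance at 630 nm | Incubation: 45 min enzyme reaction at room temperature | Measure: % inhibition of SCP-1 phosphate liberation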
LMPTP block – LMPTP (human) inhibition. inhibition, % at 20 µM. recombinant LMPTP-A, OMFP fluorogenic substrate, fluorescence intensity. actives 0.22% (n = 360,000). P24666. AID 651560;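 active = compounds that cut the enzyme signal by at least half of the control window in the single-dose screen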;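 note: plate controls were DMSO wells with enzyme plus substrate for no effect and substrate without enzyme for full effect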
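Test system: LMPTP-A phosphatase enzyme. Amount: LMPTP-A at 0.625 nM final in the reaction. Reagent: OMFP substrate, 400 µM final. Times: 50 min at room temperature. Signal: endpoint fluorescence intensity from OMFP dephosphorylation. Read-out basis: % inhibition. Benchmarks: no-enzyme and uninhibited controls.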
DNMT1 block – DNMT1 (human) enzyme inhibition. DNMT1 molecular beacon, Hinp1I cleavage, fluorescence. P26358. inhibition (reported as % activation of signal), % at 10 µM. actives 0.83% (n = 360,000); in the data active = inhibition above about 50%
E coli Lon inh – E. coli protease La inhibition; purified E. coli Lon protease, fluorescence polarization; P0A9M0; AID 602123; inhibition, % at 7.94 µM; actives 0.42% (n = 360,000); in the data active = inhibition above about 13%, passing the limit was not always enough;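 note: 0% = enzyme with probe and DMSO and 100% = no enzyme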
Target sequence (P0A9M0 whole entry, looked up): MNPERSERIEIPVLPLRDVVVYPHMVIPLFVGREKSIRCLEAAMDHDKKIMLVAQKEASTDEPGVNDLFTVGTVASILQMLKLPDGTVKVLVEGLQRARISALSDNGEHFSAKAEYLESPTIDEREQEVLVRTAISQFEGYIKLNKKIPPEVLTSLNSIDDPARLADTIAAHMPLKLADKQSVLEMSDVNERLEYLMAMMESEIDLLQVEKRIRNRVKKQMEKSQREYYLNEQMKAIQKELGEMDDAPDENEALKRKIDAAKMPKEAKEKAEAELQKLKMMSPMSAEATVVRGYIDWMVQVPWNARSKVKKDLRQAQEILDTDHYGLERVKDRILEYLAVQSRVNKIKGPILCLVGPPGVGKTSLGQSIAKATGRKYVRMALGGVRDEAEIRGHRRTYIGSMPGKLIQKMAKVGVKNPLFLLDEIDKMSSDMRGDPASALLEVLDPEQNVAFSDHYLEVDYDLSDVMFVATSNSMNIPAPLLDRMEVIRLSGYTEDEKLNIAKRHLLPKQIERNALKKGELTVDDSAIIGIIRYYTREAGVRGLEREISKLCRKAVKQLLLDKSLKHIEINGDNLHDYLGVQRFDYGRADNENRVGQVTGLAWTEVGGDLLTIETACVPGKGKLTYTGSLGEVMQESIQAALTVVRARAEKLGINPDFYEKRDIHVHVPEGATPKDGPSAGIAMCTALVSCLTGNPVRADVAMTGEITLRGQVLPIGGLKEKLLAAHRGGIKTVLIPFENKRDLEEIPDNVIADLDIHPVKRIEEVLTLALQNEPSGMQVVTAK
Starred values were filed as active, the others as inactive; & = joins results of further samples.

Screening CCOC(=O)Cn1c(=O)c2c(nc(Br)n2CC(=O)OCC)n(C)c1=O returned SUMO1 PPI mod 1, CendR NRP1 mod 8, Tb MetRS inh -1.6, MsrA act -3, MsrA inhibitor -0.3, STEP block 3, Scp1 inh -2, LMPTP block -1.5, DNMT1 block 2 and E coli Lon inh 4.
O=C(Nn1cnnc1)c1ccc(OC(F)(F)C(F)C(F)(F)F)cc1 (centres undefined) was read as SUMO1 PPI mod 2, CendR NRP1 mod 9, Tb MetRS inh -1.3, MsrA act -6, MsrA inhibitor 1.4, STEP block 0, Scp1 inh 1, LMPTP block -11, DNMT1 block -14 and E coli Lon inh 5.
For CCOc1ccc(C2CC(c3ccc(CC)cc3)n3nc(N)nc3N2)cc1 (centres undefined) the results were SUMO1 PPI mod 0, CendR NRP1 mod 44*, Tb MetRS inh 1.6, MsrA act -7, MsrA inhibitor -0.3, STEP block 0, Scp1 inh 18, LMPTP block -1.8, DNMT1 block -2 and E coli Lon inh -1.
For Cc1ccc(-c2nc(CS(=O)CC(=O)NCCCc3ccccc3)c(C)o2)cc1 (centres undefined) the results were SUMO1 PPI mod 2, CendR NRP1 mod -1, Tb MetRS inh -0.3, MsrA act -2, MsrA inhibitor -1.1, STEP block 4, Scp1 inh -11, LMPTP block 0.1, DNMT1 block 0 and E coli Lon inh 1.
For Cc1ccc(NC2=NC(=S)N(CC#N)C23CCCCC3)cc1 the results were SUMO1 PPI mod -1, CendR NRP1 mod -3, Tb MetRS inh -0.1, MsrA act -3, MsrA inhibitor -0.4, STEP block 0, Scp1 inh -3, LMPTP block 0.2, DNMT1 block 3 and E coli Lon inh 8.
For Cc1ccc(C(O)(C(=O)NNc2ccc3ccccc3n2)c2ccc(C)cc2)cc1 the results were SUMO1 PPI mod 0&0, CendR NRP1 mod 3&-14, Tb MetRS inh 0.3&0.2, MsrA act -4&-1, MsrA inhibitor -0.3&0.4, STEP block -2&1, Scp1 inh -10&-7, LMPTP block -2.3&0.3, DNMT1 block -6&-2 and E coli Lon inh -7&0.
Cc1ccc(NC(=O)Cn2cnc3c(OCc4ccccc4)ncnc32)cc1C was read as SUMO1 PPI mod -3, CendR NRP1 mod -20, Tb MetRS inh -1.3, MsrA act -2, MsrA inhibitor -0.7, STEP block 1, Scp1 inh 7, LMPTP block -2.1, DNMT1 block -3 and E coli Lon inh -2.
O=c1c(Cc2c(F)cccc2Cl)c(O)ccn1CCCN1CCOCC1 was read as SUMO1 PPI mod 3, CendR NRP1 mod 5, Tb MetRS inh 0.5, MsrA act -3, MsrA inhibitor -0.6, STEP block -2, Scp1 inh -5, LMPTP block 0.6, DNMT1 block -1 and E coli Lon inh 4.
For O=C(NC1CCCCC1)c1cc([N+](=O)[O-])[nH]n1 the results were SUMO1 PPI mod -2, CendR NRP1 mod 2, Tb MetRS inh 0.0, MsrA act 0, MsrA inhibitor 1.5, STEP block -3, Scp1 inh -5, LMPTP block -0.7, DNMT1 block 1 and E coli Lon inh 2.
`CCCCCCn1c(=O)n2n(c1=O)C[C@]1(OC(=O)NC3CCCC3)CN(S(=O)(=O)c3ccc(C)cc3)C[C@]1(O)C2` gave SUMO1 PPI mod 0, CendR NRP1 mod 1, Tb MetRS inh -0.3, MsrA act -8, MsrA inhibitor 0.5, STEP block 2, LMPTP block 1.0, DNMT1 block 1 and E coli Lon inh -5.
O=C(CCc1nnc(Cc2cccc(C(F)(F)F)c2)o1)NCCc1ccccc1F was read as SUMO1 PPI mod -2, CendR NRP1 mod -6, Tb MetRS inh 0.0, MsrA act -2, MsrA inhibitor 0.6, STEP block -3, Scp1 inh -5, LMPTP block -0.8, DNMT1 block -11 and E coli Lon inh -10.
`COc1ccc(C)cc1S(=O)(=O)NCCC1=CCCCC1` gave SUMO1 PPI mod 1, CendR NRP1 mod 1, Tb MetRS inh -0.9, MsrA act -1, MsrA inhibitor -1.1, STEP block -2, Scp1 inh -4, LMPTP block -0.1, DNMT1 block -6 and E coli Lon inh -8.

Sorted by formula weight (rising): some entries from above
For O=C(NC1CCCCC1)c1cc([N+](=O)[O-])[nH]n1 the results were SUMO1 PPI mod -2, CendR NRP1 mod 2, Tb MetRS inh 0.0, MsrA act 0, MsrA inhibitor 1.5, STEP block -3, Scp1 inh -5, LMPTP block -0.7, DNMT1 block 1 and E coli Lon inh 2.
Cc1ccc(NC(=O)Cn2cnc3c(OCc4ccccc4)ncnc32)cc1C was read as SUMO1 PPI mod -3, CendR NRP1 mod -20, Tb MetRS inh -1.3, MsrA act -2, MsrA inhibitor -0.7, STEP block 1, Scp1 inh 7, LMPTP block -2.1, DNMT1 block -3 and E coli Lon inh -2.
`CCCCCCn1c(=O)n2n(c1=O)C[C@]1(OC(=O)NC3CCCC3)CN(S(=O)(=O)c3ccc(C)cc3)C[C@]1(O)C2` gave SUMO1 PPI mod 0, CendR NRP1 mod 1, Tb MetRS inh -0.3, MsrA act -8, MsrA inhibitor 0.5, STEP block 2, LMPTP block 1.0, DNMT1 block 1 and E coli Lon inh -5.

The listing continues:
O=C(CSc1nnc(NC2CC2)s1)NN1C(=O)NC2(CCCCC2)C1=O was read as SUMO1 PPI mod -3, CendR NRP1 mod 17, Tb MetRS inh -0.1, MsrA act -1, MsrA inhibitor -0.7, STEP block -3, Scp1 inh -6, LMPTP block -1.1, DNMT1 block 7 and E coli Lon inh -10.
For CCc1ccc(NC(=O)N[C@H](C(=O)O)C(C)CC)cc1 (some centres undefined) the results were SUMO1 PPI mod 0, CendR NRP1 mod 3, Tb MetRS inh -0.3, MsrA act -4, MsrA inhibitor 0.6, STEP block 2, Scp1 inh -10, LMPTP block -1.8, DNMT1 block 2 and E coli Lon inh 4.
For COc1ccc(N2C(=O)CC(N3CCN(c4ccc(C(=O)c5cccnc5)cc4)CC3)C2=O)cc1 (centres undefined) the results were SUMO1 PPI mod -17, CendR NRP1 mod -5, Tb MetRS inh -0.8, MsrA act -8, MsrA inhibitor 3.4, STEP block -5, Scp1 inh 0, LMPTP block 0.8, DNMT1 block -2 and E coli Lon inh -1.
For Cc1cnc(CNC(=O)c2ccc3oc(Cc4ccccc4)nc3c2)[nH]1 the results were SUMO1 PPI mod -1, CendR NRP1 mod 4, Tb MetRS inh -0.9, MsrA act -6, MsrA inhibitor 1.3, STEP block -1, Scp1 inh -1, LMPTP block -0.2, DNMT1 block -1 and E coli Lon inh 10.
For Cc1nn(-c2ccccc2)c(N)c1C1(O)C(=O)Nc2ccc([N+](=O)[O-])cc21 (centres undefined) the results were SUMO1 PPI mod -12, CendR NRP1 mod -7, Tb MetRS inh -0.3, MsrA act 0, MsrA inhibitor 1.7, STEP block -1, Scp1 inh -3, LMPTP block -1.6, DNMT1 block -13 and E coli Lon inh -2.
For COc1cccc(S(=O)(=O)NCc2ccc(C(=O)N3CCN(Cc4ccccc4)CC3)cc2)c1 the results were SUMO1 PPI mod 8, CendR NRP1 mod 10, Tb MetRS inh -0.3, MsrA act -5, MsrA inhibitor -1.2, STEP block -3, Scp1 inh -4, LMPTP block -0.1, DNMT1 block -1 and E coli Lon inh 2.
For C/C(=N\NC(=O)C(=O)Nc1ccc(C)cc1)c1ccncc1 the results were SUMO1 PPI mod -2, CendR NRP1 mod 2, Tb MetRS inh 0.3, MsrA act -4, MsrA inhibitor 1.6, STEP block -1, Scp1 inh 6, LMPTP block -0.3, DNMT1 block 4 and E coli Lon inh -4.
Screening O=C(Nc1cccc(S(=O)(=O)N2CCCC2)c1)c1ccncc1 returned SUMO1 PPI mod 0, CendR NRP1 mod 12, Tb MetRS inh 0.2, MsrA act 0, MsrA inhibitor 1.0, STEP block 1, Scp1 inh -5, LMPTP block 0.8, DNMT1 block 0 and E coli Lon inh -18.
For COc1ccc(C2C(C(=O)c3sc(C)nc3C)=C(O)C(=O)N2CCCn2ccnc2)cc1 (centres undefined) the results were SUMO1 PPI mod -4, CendR NRP1 mod -5, Tb MetRS inh -0.3, MsrA act -2, MsrA inhibitor 2.1, STEP block 3, Scp1 inh 2, LMPTP block -5.6, DNMT1 block -4 and E coli Lon inh 0.
`Cc1cc(=O)oc2cc(OC(C)C(=O)NCC3CCC(C(=O)O)CC3)c(Cl)cc12` (centres undefined) gave SUMO1 PPI mod 2, CendR NRP1 mod -16, Tb MetRS inh -1.0, MsrA act 2, MsrA inhibitor 1.3, STEP block 0, Scp1 inh -1, LMPTP block -1.2, DNMT1 block 4 and E coli Lon inh -7.
CCOc1c(Nc2cccc(Cl)c2)c(=O)c1=O was read as SUMO1 PPI mod 0, CendR NRP1 mod -12, Tb MetRS inh -0.2, MsrA act -1, MsrA inhibitor -0.1, STEP block -1, Scp1 inh -2, LMPTP block -1.1, DNMT1 block 1 and E coli Lon inh 0.
For CC(C)NC(=S)NN(c1ccccc1)c1ccccc1 the results were SUMO1 PPI mod 4, CendR NRP1 mod 0, Tb MetRS inh -1.4, MsrA act -3, MsrA inhibitor -0.6, STEP block 1, Scp1 inh 8, LMPTP block -0.3, DNMT1 block 108* and E coli Lon inh -6.
`COc1cc(C(=O)NCc2ccc(OCCN(C)C)cc2)cc(OC)c1OC` gave SUMO1 PPI mod -3, CendR NRP1 mod -7, Tb MetRS inh -0.7, MsrA act -7, MsrA inhibitor 2.7, STEP block 0, Scp1 inh 1, LMPTP block -1.0, DNMT1 block -3 and E coli Lon inh -1.
`COCCCNC(=S)NC1CC2CCC(C1)N2Cc1ccccc1` (centres undefined) gave SUMO1 PPI mod 0, CendR NRP1 mod 48*, Tb MetRS inh -0.8, MsrA act -9, MsrA inhibitor 0.7, STEP block 3, Scp1 inh 1, LMPTP block 0.7, DNMT1 block 2 and E coli Lon inh -2.
Screening O=C(Nc1cc(C(F)(F)F)ccc1-n1cncn1)c1ccc(Br)cc1 returned SUMO1 PPI mod -1, CendR NRP1 mod -20, Tb MetRS inh 0.2, MsrA act -2, MsrA inhibitor -0.2, STEP block 2, Scp1 inh -7, LMPTP block 0.6, DNMT1 block 1 and E coli Lon inh -6.
For COc1cccc(NC(=O)COc2ncnc3sc(C)c(C)c23)c1 the results were SUMO1 PPI mod -1, CendR NRP1 mod -4, Tb MetRS inh 0.8, MsrA act -6, MsrA inhibitor -0.5, STEP block 0, Scp1 inh 6, LMPTP block 0.3, DNMT1 block -5 and E coli Lon inh -5.
COc1ccccc1NS(=O)(=O)c1cc(C(=O)NCc2cccnc2)ccc1C was read as SUMO1 PPI mod 3, CendR NRP1 mod 15, Tb MetRS inh -0.6, MsrA act -9, MsrA inhibitor -0.3, STEP block -1, Scp1 inh 3, LMPTP block -0.2, DNMT1 block 6 and E coli Lon inh -4.
`C(#CCN1CCCC1)CC(c1ccccc1)c1ccccc1` gave SUMO1 PPI mod 0, CendR NRP1 mod 11, Tb MetRS inh 0.2, MsrA act -1, MsrA inhibitor 2.2, STEP block 0, Scp1 inh -4, LMPTP block -0.5, DNMT1 block -2 and E coli Lon inh 2.

Rows are unselected (roughly 4.3% active in at least one column).
